# High-throughput results deposited in PubChem by NCI.
# Growth percent in the NCI-60 one-dose screen (48 h, 10 µM unless noted): 100 = growth as untreated, 0 = no growth, -100 = all killed.
# PC-3 = PC-3 prostate cancer cells. hit rate 3.9% among 80,000
# SF-295 = SF-295 CNS cancer cells; hit rate 5.6% among 79,000; AID 1794758
# OVCAR-8 = OVCAR-8 ovarian cancer; hit rate 4.4% among 81,000
# OVCAR-5 = OVCAR-5 ovarian cancer. hit rate 2.9% among 82,000. AID 1794783
# DU-145 = DU-145 prostate cancer; hit rate 4.2% among 81,000
# OVCAR-4 = OVCAR-4 ovarian cancer cells; hit rate 3.7% among 80,000; AID 1794784
# SK-OV-3 = SK-OV-3 ovarian cancer cells; AID 1794785; hit rate 3.2% among 80,000
# U251 = U251 CNS tumor cells; hit rate 5.4% among 80,000; AID 1794753
# OVCAR-3 = OVCAR-3 ovarian cancer; hit rate 7% among 79,000; AID 1794787
# * marks the source's active call; other numbers are inactive results; · = no result given; & = joins results of further samples. The calls were made as follows: active = growth percent below 10; inactive = the rest.
# Each structure is followed by: SF-295	OVCAR-4	U251	PC-3	SK-OV-3	OVCAR-5	OVCAR-3	OVCAR-8	DU-145
COc1ccc(-c2ccc3c4c(cccc24)C(=O)N(N2C(=O)c4cccc5cccc(c45)C2=O)C3=O)cc1
→ 105	97	104	88	100	101	·	100	112
CCOC(=O)OC/C=C/c1ccccc1
→ 101	108	107	102	80	104	107	95	112
Clc1ccc2nc(-c3nnc(-c4ccccc4)o3)c(Cl)nc2c1
→ 104	96	101	91	111	102	·	101	109
Cc1ccc(/C=N/N=C(N)N)cc1
→ 82	91	113	89	94	103	113	97	113
CCCCCCCC(CO)CO
→ 98	102	96	99	105	101	118	106	114
CCC(c1nnc(-c2ccccc2)o1)N(C)c1cccc(-c2ccc3c(c2)OCCO3)c1C (stereo not given)
→ 99	80	95	99	123	95	107	91	106
O=C1C=CC(=Nc2ccc3c(c2)Cc2ccccc2-3)O1
→ 151	110	98	98	96	97	109	101	110
O=C(c1ccc(OCCN2CCCCC2)cc1)c1c(-c2ccc(OS(=O)(=O)c3ccc(F)cc3)cc2)sc2cc(OS(=O)(=O)c3ccc(F)cc3)ccc12
→ 84	82	78	46	78	86	87	96	102
CCOC(=O)c1nn(-c2ccc(Cl)cc2)c(=N/N=C(\C)c2c(Oc3ccccc3)c(OC)c3occc3c2OC)s1
→ 95	111	103	94	128	107	109	105	106
CC1CCCC(O)(C[N+](=O)[O-])C1 (stereo not given)
→ 103	89	97	91	95	89	97	103	101
CSC(SC)=C(C#N)c1nc2ccccc2s1
→ 88	68	77	30	20	72	70	70	87
CC(C)OC(=S)SCC(=O)c1ccc([N+](=O)[O-])cc1
→ 125	95	·	94	78	111	101	·	96
Clc1ccc(/C=N\N2CCCCCC2)cc1
→ 96&96	92	99&92	105	109&110	95&88	116&101	99&116	102&112
OC1(c2ccccc2)C(N2CCOCC2)=C(c2ccccc2)c2ccccc21 (stereo not given)
→ 92	83	91	97	100	79	104	97	98
CCN(CC)CC(Cc1ccccc1)OC(=O)Nc1ccccc1 (stereo not given)
→ 99	106	98	94	98	108	115	103	104
COc1ccc(-c2nc3ncccn3c2-c2nc3ccc(OC)cc3[nH]2)cc1
→ ·	101	98	85	96	97	103	·	117
CCOC(=O)C1=NN=C(N2C(=S)NC(=O)C2CC(C)C)/C1=C\c1ccc(Cl)cc1 (stereo not given)
→ 102	103	102	106	98	105	121	102	109
Clc1nc(-c2ccccc2)nc2ccccc12
→ 102	92	94	103	102	106	109	98	104
C[C@]1(CCO)C[C@@H]1c1ccc2ccccc2c1
→ 94	99	94	94	106	94	105	104	102
CCNC(=S)NN
→ 89	82	87	61	104	69	106	71	98
O=CC1N=C(Cc2ccccc2)OC1=O (stereo not given)
→ 100	103	101	102	103	97	101	111	108
CCCCn1c(SCC(=O)Nc2ccc(S(=O)(=O)Nc3ccc(Cl)nn3)cc2)nc2ccccc2c1=O
→ 103	100	90	95	84	95	98	100	102
Cc1ccc2c(c1)c(-c1nc(-c3c[nH]c4ncccc34)cs1)cn2C
→ 101	·	99	86	102	69	139	104	115
O=C1C(SCc2ccccc2)=C(Cl)CN1c1ccccc1
→ 98	103	101	109	126	97	·	101	102
NCCCCN(C[C@H]1CN(S(=O)(=O)c2ccc(Cl)cc2)CCN1)[C@H]1CCCc2cccnc21
→ 102	107	90	81	83	85	103	92	108
FC(F)(F)c1ccc(-c2cnc(-c3ncon3)nc2NC2CCCCCC2)cc1
→ 31	62	45	27	95	91	27	48	96
C=C(C)[C@@H]1CC[C@]2(C(=O)NC(C)=O)CC[C@]3(C)[C@H](CC[C@@H]4[C@@](C)(CCCNC(C)=O)[C@H](C(=C)C)CC[C@]43C)[C@@H]12
→ 70	89	81	50	89	82	80	82	84
Cc1nn(-c2ccccc2)c2c1C(c1ccc(Cl)cc1)CC(=O)N2 (stereo not given)
→ 99	101	101	88	112	94	115	101	115
N#Cc1c(Cl)nc(SCc2ccc([N+](=O)[O-])cc2)nc1-c1ccc(Cl)cc1
→ 106	104	107	99	102	102	·	103	105
CCOc1cc2c(cc1OCC)C(c1cc(OC)c(O)c(OC)c1)NCC2 (stereo not given)
→ 103	97	98	96	112	103	112	98	110

# Grouped by structure: those above containing a nitro group on carbon (3)
# Each structure is followed by: SF-295	OVCAR-4	U251	PC-3	SK-OV-3	OVCAR-5	OVCAR-3	OVCAR-8	DU-145
CC1CCCC(O)(C[N+](=O)[O-])C1 (stereo not given)
→ 103	89	97	91	95	89	97	103	101
CC(C)OC(=S)SCC(=O)c1ccc([N+](=O)[O-])cc1
→ 125	95	·	94	78	111	101	·	96
N#Cc1c(Cl)nc(SCc2ccc([N+](=O)[O-])cc2)nc1-c1ccc(Cl)cc1
→ 106	104	107	99	102	102	·	103	105

# The listing picks up, starting three compounds before the break.
# Each structure is followed by: SF-295	OVCAR-4	U251	PC-3	SK-OV-3	OVCAR-5	OVCAR-3	OVCAR-8	DU-145
Cc1nn(-c2ccccc2)c2c1C(c1ccc(Cl)cc1)CC(=O)N2 (stereo not given)
→ 99	101	101	88	112	94	115	101	115
N#Cc1c(Cl)nc(SCc2ccc([N+](=O)[O-])cc2)nc1-c1ccc(Cl)cc1
→ 106	104	107	99	102	102	·	103	105
CCOc1cc2c(cc1OCC)C(c1cc(OC)c(O)c(OC)c1)NCC2 (stereo not given)
→ 103	97	98	96	112	103	112	98	110
CN1C(=S)N(C)C2NC(=NCCO)NC21 (stereo not given)
→ 93	105	99	98	86	91	100	94	110
Clc1ccc(C2CCCCC2)cc1
→ 105	117	98	98	104	99	111	102	114
CCOc1ccccc1C(=O)Oc1ccc(Cl)cc1
→ 98	107	97	99	97	113	105	98	104
CCOC(=O)c1c[nH]c2c(Cl)c(Cl)ccc2c1=O
→ 106	117	102	129	98	112	111	102	108
O=C1/C(=N/Nc2ccc(Cl)cc2)CCCc2ccccc21
→ 83	74	95	75	93	85	94	88	102
CCCCCCCCCCCCNC(=S)N/N=C/c1ccc(Cl)c(Cl)c1
→ 98	99	108	107	114	94	111	100	116
C=C1CCC2C3(C)COC(c4cccc(F)c4)OC3CCC2(C)C1CC(O)C1=CCOC1=O (stereo not given)
→ 75	67	70	45	108	76	62	15	73
COc1ccc2c(c1)OCN(c1nccnn1)C2
→ 101	101	96	94	99	105	106	102	109
COc1ccc([Si](C)(C)CNCCSS(=O)(=O)O)cc1
→ 84	99	99	89	110	127	120	113	107
CC(=O)n1nc(-c2ccccc2)cc1-c1ccccn1
→ 105	107	98	104	100	95	127	106	128
C/C(=C\c1cc(Cl)ccc1OCC(=O)O)[N+](=O)[O-]
→ 108	111	102	96	98	106	109	100	108
Cc1cc2nc(C(Cl)Cl)nc(-c3ccc(S(=O)(=O)N(C)C)cc3)n2n1
→ 66	57	39	67	50	67	78	34	45
CC(=O)Nc1ccc(/C=C/C(=O)O)cc1
→ 114	104	102	99	103	98	107	98	103
CC#CCOCC1CN(C)C(=O)O1 (stereo not given)
→ 113	108	102	102	96	114	104	98	113
Cc1nc2ccccc2n2c(-c3cccc([N+](=O)[O-])c3)nnc12
→ 114	92	97	85	100	103	109	88	105
N#CCCN1C(=O)CCC1C(=O)O (stereo not given)
→ 101	114	101	91	145	105	115	98	114
O=C(O)Cc1c(-c2ccccc2)n[nH]c1-c1[nH]nc(-c2ccccc2)c1CC(=O)O
→ 107	114	114	96	126	109	117	110	119
COC(=O)[C@]12CC[C@@H](C)[C@H](C)[C@@H]1C1=CC[C@@H]3[C@@]4(C)C[C@@H](O)[C@H](O)[C@@](C)(CO)C4=CC[C@@]3(C)[C@]1(C)CC2
→ -83*	-56*	-85*	-85*	-5.8*	-66*	-62*	-23*	-41*
CCN(C(=O)CN1C(=O)/C(=C/c2cccs2)SC1=S)C1CCS(=O)(=O)C1 (stereo not given)
→ 118	99	105	109	119	113	110	103	107
COC(=O)CC1CC1CCc1c(-c2ccc(F)cc2)c2ccccc2n1C(C)C (stereo not given)
→ 86	88	92	83	117	105	107	100	105
COc1ccc(OC)c(/C=C2\C(=O)ON=C2C)c1
→ 101	103	99	96	99	98	103	102	108
O=C(O)c1cccc(C(=O)O)c1C(=O)O
→ 103	99	102	101	109	105	111	105	105
CCOC1=CC(=O)CCC1
→ 107	112	100	92	113	111	127	103	143
O=C(O)CCc1ccc(NP(=O)(NCCCl)NCCCl)cc1
→ 98	101	96	90	113	93	104	101	107
COc1ccc(C(C)=O)c(O)c1
→ 95	99	89	116	98	90	109	107	104
O=C(Nc1nc2ccc(OC(F)(F)F)cc2s1)Nc1c(F)cccc1F
→ 90	·	82	82	98	102	64	93	86
C#C[C@@H]1C[C@H](O)Cc2ccc(Cl)c(C)c2N1
→ 103	99	105	·	107	103	105	107	112
Cc1ccc2nc(-c3cc4c([nH]c5ccccc54)c(-c4ccc(F)c(F)c4)n3)[nH]c2c1
→ 89	69	64	73	109	113	97	78	81
Nc1nnc(SCC(=O)NN2C(=O)NC3(CCCCC3)C2=O)s1
→ 143	112	110	80	108	96	98	106	127
N#Cc1c(-c2ccc(Cl)cc2)nc(NCCO)[nH]c1=O
→ 95	108	99	92	102	92	104	103	104

# Molecules from the list above with an aryl thioether with sulfur outside any ring:
# Each structure is followed by: SF-295	OVCAR-4	U251	PC-3	SK-OV-3	OVCAR-5	OVCAR-3	OVCAR-8	DU-145
CCCCn1c(SCC(=O)Nc2ccc(S(=O)(=O)Nc3ccc(Cl)nn3)cc2)nc2ccccc2c1=O
→ 103	100	90	95	84	95	98	100	102
N#Cc1c(Cl)nc(SCc2ccc([N+](=O)[O-])cc2)nc1-c1ccc(Cl)cc1
→ 106	104	107	99	102	102	·	103	105
Nc1nnc(SCC(=O)NN2C(=O)NC3(CCCCC3)C2=O)s1
→ 143	112	110	80	108	96	98	106	127

# The listing continues:
# Each structure is followed by: SF-295	OVCAR-4	U251	PC-3	SK-OV-3	OVCAR-5	OVCAR-3	OVCAR-8	DU-145
Cc1ccc(/C(=N\c2sc(-c3ccccc3)nc2-c2ccccc2)N2CCc3ccccc3C2)cc1
→ 103	93	105	97	112	97	107	100	107
COc1cc2ncnc(Nc3ccc(S(=O)(=O)Nc4nccs4)cc3)c2cc1OCCCN1CCOCC1
→ 108	107	100	99	96	106	101	103	110
O=c1[nH]c2c(ccc3c2cnn3-c2ccc(Cl)cc2)cc1S(=O)(=O)c1ccccc1
→ 100	108	·	95	109	101	113	100	114
NC(=S)N1NC(=O)C(N=Nc2ccc(S(=O)(=O)N=C(N)N)cc2)C1=O (stereo not given)
→ 124	103	102	102	113	102	112	104	109
CCc1cc(OC(=O)N2CCC(N3CCCCC3)CC2)ccc1Nc1cc(-c2ccc(-n3cccn3)cc2)[nH]n1
→ 62	85	56	74	86	87	·	86	-26*
CCOC(=O)/C(=C/c1ccc([N+](=O)[O-])cc1)C(=O)c1ccccc1
→ 82	76	26	5.9*	102	42	58	42	65
Nc1nc(N)nc(C2C=CCCC2)n1 (stereo not given)
→ 110	104	103	100	94	107	114	102	129
COC1OC(COS(=O)OC)C(O)C(O)C1OS(=O)OC (stereo not given)
→ 103	116	99	100	104	90	106	114	100
COC(=O)C(Cc1cn(-c2ccc3oc(=O)ccc3c2)nn1)(Cc1cn(-c2ccc3ccc(=O)oc3c2)nn1)C(C)=O (stereo not given)
→ 102	103	97	99	98	102	103	97	102
O=C(c1ccccc1)c1ccsc1C(=O)c1ccccc1
→ 101	104	101	95	102	99	103	105	108
CC(N)C(=O)NNc1n[nH]c(=S)n1N (stereo not given)
→ 95	105	103	100	109	93	98	100	109
NNC(=O)c1ccco1
→ 117&112	113&103	98&114	95&100	95&117	105&98	126&126	101&96	112&106
O=C(CNc1ccc(Br)cc1)Cn1cc(COc2ccc(C=Nc3cnc4ccccc4c3)cc2)nn1
→ 105	112	101	105	98	104	121	102	114
CCCCCCCCCCC1CO1 (stereo not given)
→ ·	99	98	102	101	111	111	109	108
COc1ccc(C(=O)C[n+]2cc(Br)cc(Br)c2)cc1
→ 105	93	104	91	103	101	111	92	116
NC(N)=Nc1ccc(Oc2cccc(Nc3ccc(Br)c(C(F)(F)F)c3)c2)cc1
→ -65*	40	-79*	2.0*	67	40	14	51	23
N#Cc1c(-c2cccs2)cc(-c2cnccn2)nc1SCC(=O)NNC(=S)Nc1ccc(Cl)cc1
→ 96	91	96	89	121	112	117	97	110
CC(=O)Oc1cc2cnc3c4cc(OC(C)=O)c(OC(C)=O)cc4ccc3c2cc1OC(C)=O
→ 14	-4.1*	·	22	27	55	-3.3*	-22*	17
Nc1ccc(Nc2ccc(N)cc2)cc1
→ 103	90	95	70	104	120	93	99	112
O=C(NNC(=O)c1ccccc1Cl)c1ccccc1Cl
→ 110	115	99	103	109	106	114	112	112
O=C(Nc1ccc2c(O)cc(S(=O)(=O)O)cc2c1)Nc1ccc2c(O)c(N=Nc3ccc4cc(S(=O)(=O)O)ccc4c3)c(S(=O)(=O)O)cc2c1
→ 112	93	108	89	109	117	103	104	103
COc1cc(C(=O)/C=C/c2c(C)n([O-])c3ccc(C)cc3[n+]2=O)cc(OC)c1OC
→ 110	37	55	65	96	78	13	5.4*	49
COc1ccc(-n2nc(C)c3c(Oc4ccc(NC(=O)Nc5c(Cl)cccc5Cl)cc4)ncnc32)cc1
→ 100	100	97	·	89	112	112	97	105
CN(C)N=Nc1ccc(-c2ccccc2)cc1
→ 98	95	90	91	96	99	111	·	97
CN1CCC(=C(C#N)C#N)CC1
→ 120	103	117	·	93	96	118	125	112
CCOC(=O)c1ccc2n1CCc1cnc(NC3CCCCC3)nc1-2
→ 95	92	90	90	107	100	104	97	96
COc1ccccc1NC(=O)c1cc2cc(Br)ccc2cc1O
→ 11	19	8.7*	-35*	1.2*	104	4.1*	9.6*	27
CCCCCCCCCCCCCCCC[N+](C)(C)CCCNS(=O)(=O)c1cccs1
→ 107	103	106	100	111	104	134	103	115
CN(C)c1nc(N)nc(Cn2c(-c3nonc3N)nc3ccccc32)n1
→ ·	88	90	83	89	91	98	92	109
CCCCCOC(=O)/C=C/c1ccccc1
→ 100	105	102	96	103	106	110	108	108
